JMJD2C inh: blocks human GASC-1 demethylase activity; AID 2099; Q9H3R0; GST-JMJD2C(1-420) H3K9me3 demethylation, DELFIA europium; 0.069% of 330,000 active; inhibition, % at 2.35 µM;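 active = more than half of a compound's replicate wells show inhibition beyond 50%, single wells judged on their own value; inconclusive = some, but no more than half, of replicates pass 50% inhibition; inactive = no replicate passes 50% inhibition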;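 also: signal counts dimethyl H3K9 product captured on neutravidin plate; 0% = median of DMSO wells and 100% = 0.3 times that DMSO median; strong numbers were not always called active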
Efflux pump mplx: inhibitors of Candida antifungal efflux pumps expressed in yeast. S. cerevisiae Candida pump triplex, Nile Red efflux. inhibition, % at 10 µM. 0.44% of 330,000 active. AID 485275;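 active = plate passing quality check with inhibition over a set limit, or well fluorescence over plate mean plus 4 SD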;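 also: Nile Red retained in pooled yeast measured as flow cytometry median fluorescence; 0% = buffer negative control and 100% = Enniatin B positive control; higher means more Nile Red kept so more efflux inhibition; some compounds called inactive have numbers as strong as hits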
PREPL inh: inhibitors of human prolyl oligopeptidase-like enzyme PREPL | Q4J6C6 | recombinant PREPL, fluorescence polarization activity-based probe | inhibition, % at 5.96 µM | 0.68% of 320,000 active; in the data active = inhibition above about 43%;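 also: 0% = enzyme with DMSO and 100% = wells lacking enzyme; many of its hits are not listed in these tables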
Target sequence (Q4J6C6 whole entry, looked up): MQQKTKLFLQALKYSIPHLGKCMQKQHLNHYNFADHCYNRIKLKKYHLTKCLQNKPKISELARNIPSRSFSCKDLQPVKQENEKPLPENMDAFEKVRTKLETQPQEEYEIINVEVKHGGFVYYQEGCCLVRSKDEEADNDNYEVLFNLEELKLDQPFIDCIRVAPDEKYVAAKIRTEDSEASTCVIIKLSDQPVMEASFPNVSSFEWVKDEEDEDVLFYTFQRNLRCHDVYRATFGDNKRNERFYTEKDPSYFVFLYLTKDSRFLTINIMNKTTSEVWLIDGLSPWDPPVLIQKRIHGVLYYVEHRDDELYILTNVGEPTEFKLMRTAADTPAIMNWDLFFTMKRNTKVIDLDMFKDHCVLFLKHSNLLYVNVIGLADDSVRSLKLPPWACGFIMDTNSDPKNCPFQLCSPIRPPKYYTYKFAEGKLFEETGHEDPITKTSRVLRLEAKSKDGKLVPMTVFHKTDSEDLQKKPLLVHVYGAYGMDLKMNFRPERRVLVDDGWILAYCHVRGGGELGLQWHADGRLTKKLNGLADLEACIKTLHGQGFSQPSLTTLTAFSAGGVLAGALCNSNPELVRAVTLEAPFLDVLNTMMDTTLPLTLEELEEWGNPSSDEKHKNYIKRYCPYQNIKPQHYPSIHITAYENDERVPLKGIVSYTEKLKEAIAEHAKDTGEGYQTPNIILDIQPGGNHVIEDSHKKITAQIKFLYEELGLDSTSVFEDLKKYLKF
TPT1 inhibitor: C. albicans TPT1 enzyme inhibition; recombinant caTPT1, FP RNA substrate dephosphorylation; inhibition, % at 5 µM; 0.81% of 300,000 active; AID 1962;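 active = inhibition above the mean of all tested compounds plus 3 SD, set per screening campaign, cut at about 24% in these data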;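 also: plate controls were DMSO alone for no effect and ferristatin control at 100 nM for full effect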
LYPLA2 counter: blocks human lysophospholipase 2, a PME1 counter-screen; 0.38% of 320,000 active; inhibition, % at 5.9 µM; O95372; recombinant LYPLA2, FP-Rh probe fluorescence polarization;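 active = inhibition above the screen-wide mean plus 3 SD, limit set per campaign, cut at about 26% in these data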;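 also: 0% = LYPLA2 with DMSO and 100% = wells lacking LYPLA2 enzyme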
Target sequence (O95372 whole entry, looked up): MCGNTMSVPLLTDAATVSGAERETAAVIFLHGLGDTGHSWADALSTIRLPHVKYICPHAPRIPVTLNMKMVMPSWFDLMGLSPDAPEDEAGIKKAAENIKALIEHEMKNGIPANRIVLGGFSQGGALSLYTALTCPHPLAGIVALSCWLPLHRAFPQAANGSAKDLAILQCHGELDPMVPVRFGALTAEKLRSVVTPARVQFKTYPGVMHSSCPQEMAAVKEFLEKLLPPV
core dimer inh: HCV core protein dimerization inhibition. TR-FRET GST/Flag-core106 dimerization, 1536-well. inhibition, % at 5 µM. 0.33% of 300,000 active;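 active = inhibition above the mean of all tested compounds plus 3 SD, set per screening campaign, cut at about 45% in these data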
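System: GST-tagged and Flag-tagged HCV core protein residues 1-106 / Input: core106 proteins, GST 13.5 nM and Flag 17 nM / Buffer or medium: KF-containing HEPES buffer, pH 7.45, DTT, CHAPS, BSA / Probe or stimulus: Eu-anti-GST and XL665-anti-Flag labelled anti-tag antibodies / Schedule: 4 h, 22.5 °C incubation / Technique: TR-FRET 671 and 617 nm emission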
PP5 primary: blocks human protein phosphatase 5 activity | P53041 | purified PP5c, OMFP substrate fluorescence | inhibition, % at 6.7 µM | 0.18% of 320,000 active;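 active = inhibition above the campaign's mean inhibition across all tested compounds plus 3 SD, cut at about 9.5% in these data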;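 also: 0% = DMSO only and 100% = 100 µM cantharidin control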
Fh CTSL1 inh: counter-screen for PFM18AAP inhibitors: inhibitors of F. hepatica cathepsin L1. recombinant F. hepatica cathepsin L1, Z-Leu-Arg-MCA fluorescence. inhibition, % at 5.96 µM. 0.49% of 300,000 active;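 active = inhibition above the mean of all tested compounds plus 3 SD, set per screening campaign, cut at about 17% in these data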;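 also: 0% = plate median of test compound wells and 100% = 1 µM Z-Phe-Ala-diazomethylketone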
PP1 inh: blocks human PP1-alpha phosphatase, a PP5 counter-screen | AID 2235 | inhibition, % at 6.7 µM | 0.9% of 320,000 active | purified PP1alpha, OMFP fluorescence;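 active = inhibition above the mean inhibition of all tested compounds plus 3 SD, computed separately for each screening campaign, cut at about 15% in these data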
An asterisk follows results filed as active; u = inconclusive; x = no result given; & = joins results of further samples. This is a subset. The share of hits here may be higher or lower than overall.

smiles	TPT1 inhibitor	PP1 inh	Efflux pump mplx	JMJD2C inh	PREPL inh	core dimer inh	LYPLA2 counter	PP5 primary	Fh CTSL1 inh
COc1ccccc1OCC(=O)N1CCN(C(=O)c2ccco2)CC1	-2	0	0.2	-10	8	4	-3	4.5	-17
CCOC(=O)C1CCN(S(=O)(=O)c2ccc3c4c(cccc24)C(=O)N3)CC1	-4	-7	0.2	-2	-8	1	3	1.0	-2
CCOC(=O)c1c(CNCCN(CC)CC)n(C)c2cc(Br)c(OC)cc12	-1	-1	0.2	-24	-15	-7	0	1.2	1
COc1ccc(/C=C/C(=O)Nc2nc(N)n(-c3ccccc3)n2)cc1	-3	-3	-0.1	0	1	2	1	1.4	0
CCC(C)NC(=S)N(CCc1ccccc1)Cc1cc2cc(OC)c(OC)cc2[nH]c1=O (stereo not given)	4	5	0.2	2	7	-5	-5	1.6	-1
Cc1ccc(C)c(C2=NNC(=O)CC2)c1	1	-1	-0.1	-5	-4	5	-2	-2.1	2
O=C(Nc1ccccc1)/C(=C\c1ccc2c(c1)OCO2)NC(=O)c1ccco1	0	-1	-0.1	0	-5	4	5	1.8	-1
COc1ccc(-n2nc3c(c2NC(=O)Cc2cccc(C)c2)CS(=O)C3)cc1 (stereo not given)	1	1	-0.3	7	5	-12	3	0.9	-2
CCOC(=O)N1CCN(C(=O)CSc2nnc(COc3ccccc3)o2)CC1	0	-1	0.1	11&-5	-4	-4	3	2.2	3
O=C(Nc1nnc(CCN2CCCCC2)s1)C1CCCCC1	0	-2	0.1	-5	-5	-3	-6	0.4	5
CCOC(=O)c1sc(N(C)C)nc1-c1ccccc1	-3	1	0.1	3	16	-6	3	-0.5	-1
COc1ccccc1NC(=O)NCCN1CCNC1=O	0	-6	0.0	9	-3	1	0	-0.5	-3

The last 5 compounds of the section before are carried over, then new ones follow:
smiles	TPT1 inhibitor	PP1 inh	Efflux pump mplx	JMJD2C inh	PREPL inh	core dimer inh	LYPLA2 counter	PP5 primary	Fh CTSL1 inh
COc1ccc(-n2nc3c(c2NC(=O)Cc2cccc(C)c2)CS(=O)C3)cc1 (stereo not given)	1	1	-0.3	7	5	-12	3	0.9	-2
CCOC(=O)N1CCN(C(=O)CSc2nnc(COc3ccccc3)o2)CC1	0	-1	0.1	11&-5	-4	-4	3	2.2	3
O=C(Nc1nnc(CCN2CCCCC2)s1)C1CCCCC1	0	-2	0.1	-5	-5	-3	-6	0.4	5
CCOC(=O)c1sc(N(C)C)nc1-c1ccccc1	-3	1	0.1	3	16	-6	3	-0.5	-1
COc1ccccc1NC(=O)NCCN1CCNC1=O	0	-6	0.0	9	-3	1	0	-0.5	-3
Cc1ccccc1C(=O)NC1CC2CCCC(C1)N2Cc1ccccc1 (stereo not given)	0	1	-0.1	0	-6	8	-2	-6.7	0
CCOC(=O)c1c(NC(=O)COC(=O)c2cc(OC)c(OC)cc2[N+](=O)[O-])sc(C)c1CC	1	-1	0.0	3	8	10	2	-0.7	0
Nc1nc2ccccc2n1/N=C/c1ccc([N+](=O)[O-])s1	-3	4	-0.1	14	18	-13	-4	-6.4	7
Cc1cc2nc3n(c2cc1C)CC1CC(C(=O)NCc2cccc(Br)c2)N(C)C31 (stereo not given)	2	-1	-0.1	-11	-16	-3	-3	4.0	0
Cc1cccc(OCCC(=O)OCc2csc(CC(=O)Nc3ccccc3C)n2)c1	x	2	0.1	-1	-6	x	-4	3.1	x
O=C(CCc1nnc2n(Cc3ccc(Cl)cc3)c(=O)c3ccccc3n12)NCCN1CCCC1	-1	-4	-0.1	2	11	12	0	-1.1	1
CC1(C)C(C=C(Cl)Cl)C1C(=O)N(Cc1ccccc1Cl)C1CCS(=O)(=O)C1 (stereo not given)	-2	0	-0.1	2	14	2	2	1.5	0
CCc1[nH]c(C)c(C(C)=O)c1C	-3	1	0.1	17	9	-7	4	-0.7	2
Cc1ccc(CN2CCN(CCCn3cccn3)CC2CCO)cc1 (stereo not given)	1	-2	-0.1	6	9	-2	5	1.2	1
Cc1cc(NC(=O)CSCC(=O)Nc2ccccc2Oc2ccccc2)no1	3	-2	0.0	-10	1	-1	0	-0.1	1
O=C(CSc1ncn[nH]1)Nc1nc(-c2ccccc2)cs1	1	-2	-0.1	1	8	8	1	0.8	4
Cc1cccc2sc(NC(=O)CSc3nc4ccccc4o3)nc12	2	3	0.0	7	-16	2	-2	3.5	1

More results follow:
smiles	TPT1 inhibitor	PP1 inh	Efflux pump mplx	JMJD2C inh	PREPL inh	core dimer inh	LYPLA2 counter	PP5 primary	Fh CTSL1 inh
CN(C)S(=O)(=O)c1cccc(NC(=O)COC(=O)CCC(=O)c2cccs2)c1	-2	0	-0.3	4	1	-4	-5	-2.0	-25
CC(=O)Nc1ccc(N(CC(=O)NC2CCCCC2)C(=O)Cn2nnc(-c3ccccc3)n2)cc1	-1	12	0.0	-1	-7	6	-3	0.6	-1
COc1ccc(CCNC(=O)C2CCCN2C(=O)NC2CCCCC2)cc1OC (stereo not given)	-4	-5	0.0	4	-10	-7	0	-3.0	0
O=C(COC(=O)CNC(=O)c1ccc(Cl)cc1Cl)NC1CCCCCCC1	2	-4	-0.1	0	0	3	3	-0.6	2
CCN(CC)c1nc2n(c(=O)n1)CCO2	-2	-6	0.0	3	1	0	-1	-0.3	0
Cc1ccc(SCc2cc(=O)[nH]c(N3CCN(Cc4ccccc4)CC3)n2)cc1	-6	-4	0.0	0	7	3	4	-0.8	2
C=CCC(C(=O)OC)(C(=O)OC)c1ccc(C(F)(F)F)cc1[N+](=O)[O-]	-2	-1	-0.2	-1	10	-3	0	0.9	3
COc1cc([N+](=O)[O-])ccc1NC(=S)Nn1cnnc1	-1	0	-0.1	1	3	2	3	2.9	3
COc1ccc(N2CCN(C(=O)C(=O)c3c(C)[nH]c4ccccc34)CC2)cc1	-1	-4	0.1	2	10	4	-2	0.0	-1
O=C(COC(=O)COc1cccc2ccccc12)NCC(F)(F)F	1	-4	-0.2	-1	2	-3	11	-0.2	-19
Cc1ccccc1C(=O)N1CCc2ccccc2C1	1	1	0.0	0	3	4	-3	1.1	1
CC(C)OCCCNC(=O)C1CC(=O)N(C2CCCCCCC2)C1 (stereo not given)	0	3	0.1	-1	3	-5	0	0.7	1

(listing goes on)
smiles	TPT1 inhibitor	PP1 inh	Efflux pump mplx	JMJD2C inh	PREPL inh	core dimer inh	LYPLA2 counter	PP5 primary	Fh CTSL1 inh
COc1ccc(/C=N/NC(=O)c2cccc([N+](=O)[O-])c2)cc1OS(=O)(=O)c1ccccc1	-4	4	0.0	-4	-1	13	-3	0.1	4
Cc1nc(S(=O)(=O)c2ccc(Br)cc2)nc2c1CCC2	2	1	0.0	-2	10	-1	1	-2.1	-4
Nc1nc(SCC(=O)NCC2CCCO2)[nH]c(=O)c1NC(=O)c1ccc(F)c(F)c1 (stereo not given)	0	-1	0.0	1	16	-2	1	-2.0	-1
C#CCNC(=O)C1CCN(c2ccc(S(=O)(=O)N3CCOCC3)cc2Cl)CC1	3	-4	0.1	0	10	1	0	2.1	0
S=C(Nc1cc(Cl)ccc1Cl)Nn1cnnc1	-7	0	0.0	-4	21	-6	0	-0.3	-1
Cc1cccc(C(C)C)c1-n1nnnc1-c1ccccc1	1	2	0.1	-4	5	-3	3	3.4	-2
OC(CN1CCCCC1)CN1CCCCC1	-4	-1	-0.3	u	19	-3	-4	-1.6	5
COc1cccc(NC(=O)COc2ncnc3sc(C)c(C)c23)c1	1	-4	-0.1	-6	-4	-1	21	1.1	-1
Brc1nc(Br)n(Cc2ccccc2)n1	-1	-5	0.0	-11	-2	-3	-6	2.3	8
COCc1cc(C)nc2sc(C(=O)N3CCCC3)c(N)c12	4	-1	0.1	3	2	-2	4	0.4	2
CC(C)CC(=O)N1CCC(O)(CS(=O)(=O)Cc2ccccc2Cl)CC1	-2	2	-0.2	9	-1	4	8	2.6	9
O=C(CN1C(=O)C2C3C=CC(C3)C2C1=O)NCCN1CCCc2ccccc21 (stereo not given)	-6	-3	0.0	-2	6	-13	0	3.1	1

Next entries follow:
smiles	TPT1 inhibitor	PP1 inh	Efflux pump mplx	JMJD2C inh	PREPL inh	core dimer inh	LYPLA2 counter	PP5 primary	Fh CTSL1 inh
CCc1nnc(N/N=C/c2cccs2)n1N	3	-3	0.0	12	1	-7	-5	-1.5	1
CCN1CCN(CCC(=O)Nc2ccc(Br)c(C)c2)CC1	-4	-2	0.0	-17	4	0	-2	1.1	-2
O=C1CCCc2c1nc(-c1cccc(Cl)c1)n2O	-2	-2	0.2	1	25	-3	7	2.1	-1
O=C(O)C1CCCCC1C(=O)Nc1cccc(Br)c1 (stereo not given)	0	2	0.0	3	-5	-349	-6	1.0	0
Cc1cc(SCc2c(F)cccc2Cl)nc(=O)[nH]1	-1	-1	0.0	-16	1	3	1	0.1	-2
O=C(/C=C/Nc1ccc(F)cc1)c1ccc(Br)cc1	5	4	0.0	-4	7	8	-7	1.6	0
CCCS(=O)(=O)N1CCn2c(nc3ccccc32)C1	-3	1	-0.1	-8	1	-12	-6	1.6	0
Cc1ccc2nc(SCC(=O)Nc3cc(C)on3)[nH]c2c1	-3	-3	-0.1	2	9	1	-1	-0.2	2
COc1ccc(NC(=O)c2cccc3c2C(=O)N(C2CCCCC2)C3)cc1	-9	2	0.3	0	7	-3	-7	-1.6	-1
Cc1ccc2c(c1)N=C(c1ccc(F)cc1)CO2	-2	-1	0.1	x	-8	-4	-2	2.2	-2
